mIAP activ: increases mouse intestinal alkaline phosphatase activity. activation factor at 10 µM. AID 2805. 330,000 compounds, 0.24% hits. muIAP, CDP-Star luminescence, 30 min; hits give high values; 1 = vehicle-only enzyme signal, 0 = enzyme-free wells;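 active means activation factor of at least 2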; further: the source names both 10 and 20 µM as test concentration; values of inactives mirror those of a sister screen read the other way
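Assay system: mouse IAP enzyme; Reagent: CDP-Star chemiluminescent phosphatase substrate; Compound: DMSO-dissolved test compounds; Incubation: 30 min, room temperature; Technique: luminescence from enzymatic CDP-Star hydrolysis; Controls: DMSO-only wells and no-enzyme negative control.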
MPTP inh: inhibitors of mitochondrial permeability transition pore | AID 602449 | inhibition, % at 10 µM | isolated mouse mitochondria, Ca2+ swelling absorbance, 30 min | 360,000 compounds, 1.4% hits;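 active means inhibition of 50% or more, scaled per plate between neutral and stimulator controls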;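 further: 0% = DMSO wells given calcium and 100% = 1 mM EGTA wells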
mIAP inh: blocks mouse intestinal alkaline phosphatase. purified mouse IAP, CDP-Star luminescence, 30 min. inhibition, % at 10 µM. 330,000 compounds, 0.2% hits;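 active means inhibition of at least 40% at 10 µM in the primary screen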;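 further: plate controls were DMSO with enzyme for no effect and no enzyme wells for full effect; values of inactives mirror those of a sister screen read the other way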
GRIN3A LBD mod: modulates the human NR3A ligand-binding domain. NR3A LBD differential scanning fluorimetry, Tm shift; 0% = protein alone, 100% = glycine-bound protein. Tm shift relative to glycine control, % at 25 µM. 340,000 compounds, 2.5% hits;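 active means melting temperature shift of at least 10% of the positive control shift, at one fixed dose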
beta cell repl: MIN6 beta-cell proliferation induction; MIN6 cells proliferation, ATPlite luminescence, 48 h; cells starved in 0.2% serum; 100% = growth in 10% serum; proliferation, % at 10 µM; 330,000 compounds, 0.29% hits; AID 2380;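 active means compounds whose signal lies at least 3.5 SD above the mean of all wells on their plate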;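 further: 0% = DMSO-treated cells in low-serum medium and 100% = 10% serum control; some compounds called inactive have numbers as strong as hits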
hIAP block: blocks human intestinal alkaline phosphatase; purified IAP, CDP-Star luminescence, 30 min; inhibition, % at 10 µM; 330,000 compounds, 0.12% hits; AID 2544;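 active means inhibition reaching a set limit with compound at 10 µM in the primary screen, cut at about 35% in these data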;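 further: plate controls were DMSO wells with enzyme for no effect and no-enzyme buffer wells for full effect; values of inactives mirror those of a sister screen read the other way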
Target sequence (P09923 whole entry, looked up): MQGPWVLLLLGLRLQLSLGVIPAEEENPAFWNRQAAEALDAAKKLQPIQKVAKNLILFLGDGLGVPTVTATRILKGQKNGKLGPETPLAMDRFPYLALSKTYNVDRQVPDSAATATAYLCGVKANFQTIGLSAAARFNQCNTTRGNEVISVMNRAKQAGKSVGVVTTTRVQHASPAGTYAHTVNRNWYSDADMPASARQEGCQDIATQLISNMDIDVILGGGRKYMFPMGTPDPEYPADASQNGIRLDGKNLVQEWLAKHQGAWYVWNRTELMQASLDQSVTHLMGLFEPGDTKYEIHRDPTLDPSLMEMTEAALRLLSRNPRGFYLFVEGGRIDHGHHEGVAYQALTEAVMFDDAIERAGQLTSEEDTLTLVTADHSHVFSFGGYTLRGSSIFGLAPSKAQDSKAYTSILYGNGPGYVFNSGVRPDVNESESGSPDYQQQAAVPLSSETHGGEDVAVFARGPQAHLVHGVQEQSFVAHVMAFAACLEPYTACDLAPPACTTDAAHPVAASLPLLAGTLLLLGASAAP
hIAP act: human IAP activation; AID 2524; purified human IAP, CDP-Star luminescence, 30 min; hits give high values; 1 = vehicle-only enzyme, 0 = enzyme-free background; 330,000 compounds, 0.16% hits; P09923; activation factor at 10 µM;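 active means activation factor of the enzyme at least 2-fold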; further: the source names both 10 and 20 µM as test concentration; values of inactives mirror those of a sister screen read the other way
A3G deaminase: APOBEC3G (human) deaminase inhibition; 330,000 compounds, 0.28% hits; recombinant A3G, ssDNA deamination FAM/TAMRA fluorescence; Q9HC16; inhibition, % at 20 µM;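 active means inhibition of at least 40% at 20 µM, with no more than 30% in the related APOBEC3A deaminase screen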;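 further: plate controls were DMSO wells with A3G for no effect and wells lacking A3G enzyme for full effect; some compounds called inactive have numbers as strong as hits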
Target sequence (Q9HC16 whole entry, looked up): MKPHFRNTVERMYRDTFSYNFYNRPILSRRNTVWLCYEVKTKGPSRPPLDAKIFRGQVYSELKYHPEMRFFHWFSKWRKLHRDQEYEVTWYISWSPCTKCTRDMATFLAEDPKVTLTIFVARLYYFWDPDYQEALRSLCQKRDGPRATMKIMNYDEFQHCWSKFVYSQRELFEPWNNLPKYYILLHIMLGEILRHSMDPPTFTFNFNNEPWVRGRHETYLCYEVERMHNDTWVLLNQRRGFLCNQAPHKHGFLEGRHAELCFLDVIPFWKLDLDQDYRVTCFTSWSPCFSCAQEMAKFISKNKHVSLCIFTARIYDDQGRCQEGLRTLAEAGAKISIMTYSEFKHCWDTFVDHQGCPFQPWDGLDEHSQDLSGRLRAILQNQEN
APOBEC3A inh: human APOBEC3A DNA deaminase inhibition; P31941; recombinant A3A, FAM/TAMRA ssDNA deamination fluorescence; inhibition, % at 20 µM; 330,000 compounds, 0.41% hits; AID 493011;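 active means at least 40% inhibition at 20 µM here, with at most 30% in a related deaminase screen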;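 further: plate controls were A3A with DMSO for no effect and wells lacking A3A enzyme for full effect; some results filed as inactive read as strong as hits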
Target sequence (P31941 whole entry, looked up): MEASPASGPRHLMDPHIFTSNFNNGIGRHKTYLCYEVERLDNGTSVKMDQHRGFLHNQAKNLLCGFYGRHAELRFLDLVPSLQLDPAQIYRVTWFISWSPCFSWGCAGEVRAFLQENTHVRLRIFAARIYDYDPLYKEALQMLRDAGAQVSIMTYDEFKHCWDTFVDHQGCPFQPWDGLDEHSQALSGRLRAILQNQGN
* marks the source's active call; other numbers are inactive results; x = no result given.

SMILES | mIAP activ | MPTP inh | mIAP inh | GRIN3A LBD mod | beta cell repl | hIAP block | hIAP act | A3G deaminase | APOBEC3A inh
COc1ccc2oc(C(=O)NCc3ccco3)c(C)c2c1 | 0.966 | -0.3 | 3.4 | 0.9 | -1.3 | 5.0 | 0.95 | -2.7 | -0.8
COc1ccc(NC(=O)CN(C)S(=O)(=O)c2cnc[nH]2)cc1Cl | 1.04 | -2.0 | -3.8 | 6.9 | -1.9 | -24.3 | 1.24 | -3.9 | -1.9
CCN(CC)S(=O)(=O)c1ccc(OC)c(NC(=O)c2cc([N+](=O)[O-])ccc2Cl)c1 | 0.941 | 1.5 | 5.9 | 1.7 | -3.8 | -2.8 | 1.03 | -1.9 | -1.9
Cc1cccc(NS(=O)(=O)c2ccc([N+](=O)[O-])cc2)n1 | 1.04 | 0.2 | -4.4 | -0.7 | -1.4 | -10.6 | 1.11 | -4.0 | -5.0
Cc1ccc(NC(=S)/N=C(\N)Nc2nc(C)c3ccccc3n2)cc1C | 0.945 | 2.1 | 5.5 | 6.7 | -6.8 | 1.9 | 0.981 | 1.1 | -1.8
COc1ccc(N2CCN(C(=O)CCC(=O)N3Cc4ccccc4Oc4ncccc43)CC2)cc1 | 0.999 | 1.2 | 0.1 | -1.0 | 0.8 | -22.9 | 1.23 | -7.4 | -10.5
CN1CCN(c2ccccc2NC(=O)c2ccc(OCc3ccccc3)cc2)CC1 | 0.9 | 78.0* | 10.0 | -2.5 | -3.8 | -19.5 | 1.2 | -6.5 | -2.5
CC1CCCCC12NC(=S)N(c1ccccc1)N2 (stereo not given) | 1.04 | 0.0 | -3.6 | 2.0 | -0.7 | -4.4 | 1.04 | 25.5 | -3.8
CCOc1ccc(CC(C(N)=O)C(N)=O)cc1CN(C)C | 1.01 | -0.2 | -1.5 | -0.9 | -1.1 | -2.9 | 1.03 | -8.4 | -4.8
COC(=O)C1=C(C)N(Cc2ccccc2)C(=NCc2ccccc2)N[C@H]1c1ccccc1 | 1.17 | 1.3 | -16.5 | -0.4 | -5.6 | -1.1 | 1.01 | 3.7 | 32.4
COc1ccc(C)cc1NC(=O)C(OC(=O)c1cnccn1)c1ccccc1 (stereo not given) | 1.02 | -2.3 | -1.6 | 1.7 | 2.0 | 0.0 | 1 | -9.1 | -4.3
COc1ccc(C2NC(=O)NC(C)=C2C(=O)OC2CCC(C)CC2)cc1 (stereo not given) | 1.11 | 0.1 | -11.3 | 0.2 | -1.6 | -26.9 | 1.27 | -3.7 | -4.6
CCOC(=O)N1CCN(C(=O)CCCn2c(=S)[nH]c3ccc(Br)cc3c2=O)CC1 | 1.09 | 4.5 | -9.4 | -0.3 | -0.1 | 0.3 | 0.997 | -2.0 | 3.0
OCCCNc1nnc(-c2ccccc2)c2ccccc12 | 1.01 | -0.4 | -0.6 | 0.3 | -2.0 | -16.7 | 1.17 | -6.0 | -0.2
CCc1ccc(NC(=O)Cn2cnc3c(=O)n(C)c(=O)n(C)c32)cc1 | 0.922 | 0.4 | 7.8 | -1.6 | 0.4 | 3.7 | 0.963 | 34.3 | 68.8
O=C(Nc1ccc(Br)cc1)c1ccccc1CC[N+](=O)[O-] | 1.07 | -1.1 | -7.4 | -8.3 | 4.0 | 2.2 | 0.978 | -1.4 | 1.6
Cc1cnc(C(=O)OCc2ccc(Br)cc2)cn1 | 0.929 | 1.0 | 7.1 | -0.7 | -1.2 | 1.1 | 0.989 | -9.2 | 2.5
C/C(=N\NC(=O)c1nn(C)cc1Br)c1cccc(NC(=O)C2CCCC2)c1 | 0.976 | 0.2 | 2.4 | -1.3 | -0.9 | -2.0 | 1.02 | -3.6 | -1.7
O=C(COC(=O)C1CCN(S(=O)(=O)c2ccc3c(c2)OCCO3)CC1)Nc1cc(C(F)(F)F)ccc1Cl | 1.11 | -0.1 | -11.5 | -4.1 | -2.9 | -15.2 | 1.15 | -10.7 | -0.8
C#Cc1ccc([C@@H]2C=C(C(=O)NCc3ccccc3)O[C@H](OCCCCO)C2)cc1 | 0.999 | 0.4 | 0.1 | -3.4 | -5.2 | 14.1 | 0.859 | -4.9 | -4.8
COc1ccc(S(=O)(=O)NCCSC(C)(C)C)cc1 | 1 | 2.8 | 0.0 | 3.6 | 1.5 | 0.3 | 0.997 | 0.4 | -0.3
CCOC(=O)c1cnc2c(-c3ccccc3OC)c(C)nn2c1C | 1 | -1.0 | -0.1 | -5.1 | -2.3 | 9.6 | 0.904 | -5.1 | 0.3
Cc1ccc(-c2noc(CCCC(=O)NC3CCCC3)n2)cc1 | 0.982 | 0.6 | 1.8 | 1.3 | 0.0 | -16.6 | 1.17 | -9.9 | -3.3
CC(C)n1c(SCC(=O)c2ccc3c(c2)OCCO3)nc2c1c(=O)n(C)c(=O)n2C | 0.852 | x | 14.8 | -1.1 | 1.8 | -3.7 | 1.04 | -5.1 | -2.3
C(=N\Nc1nc2ccccc2[nH]1)/c1cccc2cccnc12 | 0.899 | 3.2 | 10.1 | -10.9 | -4.2 | -2.3 | 1.02 | -2.3 | 0.2

The final two records of the part before open the next one.
SMILES | mIAP activ | MPTP inh | mIAP inh | GRIN3A LBD mod | beta cell repl | hIAP block | hIAP act | A3G deaminase | APOBEC3A inh
CC(C)n1c(SCC(=O)c2ccc3c(c2)OCCO3)nc2c1c(=O)n(C)c(=O)n2C | 0.852 | x | 14.8 | -1.1 | 1.8 | -3.7 | 1.04 | -5.1 | -2.3
C(=N\Nc1nc2ccccc2[nH]1)/c1cccc2cccnc12 | 0.899 | 3.2 | 10.1 | -10.9 | -4.2 | -2.3 | 1.02 | -2.3 | 0.2
O=C(O)c1cc(S(=O)(=O)NCc2ccco2)c(Cl)cc1Cl | 0.986 | -7.8 | 1.4 | -1.8 | 1.8 | 0.6 | 0.994 | 0.5 | 4.0
COc1ccc(C)cc1NC(=O)C1CCCN(S(=O)(=O)c2cnc[nH]2)C1 (stereo not given) | 1.15 | -0.2 | -15.0 | -1.2 | -3.6 | -25.4 | 1.25 | 0.4 | 0.1
CCc1ccc(-c2nc(CN3CCC(C(=O)NCCN(CC)c4ccccc4)CC3)c(C)o2)cc1 | 2.01* | 2.8 | -100.7 | -4.4 | -6.2 | 24.1 | 0.759 | -6.6 | -4.0
COC(=O)C1=C(C)N(Cc2ccccc2)C(=NCCc2ccccn2)N[C@H]1c1cccc(F)c1 | 0.979 | -1.0 | 2.1 | 1.0 | -7.4 | -6.2 | 1.06 | 15.1 | 47.7*
Cc1ccc(C(=O)Nc2cccc3ccccc23)o1 | 1.06 | 3.9 | -6.4 | 2.0 | -2.5 | -8.0 | 1.08 | -5.4 | -2.8
CC(C)(C)c1ccc(C(=O)NC(=S)N2CCCCCC2)cc1 | 0.906 | -1.1 | 9.4 | 1.6 | -5.4 | 4.4 | 0.956 | -8.9 | -0.3
COCC1CCCN(Cc2cn(Cc3ccccc3)nc2-c2cc3ccccc3o2)C1 (stereo not given) | 0.954 | 1.0 | 4.6 | -2.5 | -5.0 | -0.4 | 1 | -10.5 | -4.2
O=S(=O)(c1cccc2nsnc12)N1CCN(C/C=C/c2ccccc2)CC1 | 0.844 | 1.9 | 15.6 | 3.1 | 1.6 | 9.7 | 0.903 | -7.5 | -3.6
CCCOc1ccc(-c2c(C(=O)N/N=C/c3ccncc3)nnn2-c2nonc2N)cc1 | 0.886 | -0.7 | 11.4 | -21.8 | 5.2 | 4.9 | 0.951 | -2.8 | -1.4
Cc1c(C(=O)OCC(=O)N2CC(=O)Nc3ccccc32)oc2ccccc12 | 0.93 | 0.4 | 7.0 | -5.0 | -3.1 | -7.8 | 1.08 | -1.6 | 7.2
COc1ccccc1NC(=O)c1ccc(S(=O)(=O)N2CCOCC2)cc1 | 1.07 | 3.6 | -7.1 | -1.2 | -0.3 | 8.5 | 0.915 | -2.0 | -2.0
OCCN1CCN(CC#CCC(c2ccccc2)c2ccccc2)CC1 | 1.02 | 0.9 | -1.9 | -0.1 | -0.1 | 2.2 | 0.978 | -2.4 | -1.9
CN(C)c1ccc(/C=C2/SC(=O)N(CCN=C3NS(=O)(=O)c4ccccc43)C2=O)cc1 | 0.917 | 6.8 | 8.3 | -6.1 | 0.0 | -1.1 | 1.01 | 0.3 | 2.1
CN(CC(=O)Nc1ccccc1N1CCCC1)S(=O)(=O)c1ccc(F)cc1 | 0.974 | -0.6 | 2.6 | -0.4 | -0.7 | -21.5 | 1.22 | -5.4 | -0.2
O=S(=O)(c1ccccc1)N1CCN(C(=S)Nc2ccc(Br)cc2)CC1 | 1.08 | -0.3 | -8.5 | -1.6 | -3.2 | -18.5 | 1.19 | -3.1 | -1.6
COc1cc([N+](=O)[O-])cc(/C=N/NC(=O)CSc2ccccn2)c1O | 0.714 | -8.4 | 28.6 | -2.7 | -0.8 | -3.8 | 1.04 | -4.2 | 0.8
CCOc1ccc(NC(=O)CN(C)C(=O)CCCOc2ccc(Cl)c(C)c2)cc1OCC | 1.08 | 1.2 | -7.8 | -8.5 | -4.7 | -6.6 | 1.07 | -1.0 | 23.4
CCn1c(COc2cc(C)ccc2C(C)C)nnc1SCC(=O)Nc1nccs1 | 1.01 | 2.3 | -1.0 | 2.7 | -0.5 | -10.2 | 1.1 | 2.2 | -1.4
Cc1ccc(NC(=O)c2oc(=O)c3ccccc3c2-c2ccccc2)c(C)c1 | 1.03 | 18.4 | -3.5 | 7.1 | 0.6 | -9.2 | 1.09 | 0.3 | 0.9
CCN(CC)S(=O)(=O)c1ccc2nnn(O)c2c1 | 0.939 | -0.3 | 6.1 | -1.2 | 2.5 | 7.9 | 0.921 | -4.2 | -3.8
COc1ccc(-n2c(=S)[nH]c3cc(C(=O)NCc4cccnc4)ccc3c2=O)c(OC)c1 | 1.11 | 0.3 | -10.9 | 0.8 | -0.7 | 3.6 | 0.964 | -3.9 | 0.6
COc1ccc(C(=O)NN=C(Cc2ccccc2)Cc2ccccc2)cc1OC | 1 | -0.7 | -0.5 | -2.8 | 0.0 | 3.1 | 0.969 | -7.7 | -0.7
CCOC(=O)Cn1nc(C)c(NC(=O)COc2ccc(C)c(C)c2)c1C | 0.964 | 1.5 | 3.6 | -2.3 | -2.2 | -6.8 | 1.07 | 0.4 | 4.0
COc1ccc(N2CC(C(=O)OCC(=O)Nc3cccc(C)c3)CC2=O)cc1 (stereo not given) | 1 | -0.7 | -0.5 | -3.7 | -0.7 | -1.2 | 1.01 | -10.0 | -3.5
Cc1ccc(C(=O)CCS(=O)(=O)c2ccc(Cl)cc2)cc1 | 1.04 | 0.2 | -3.8 | 1.1 | -6.9 | -6.6 | 1.07 | 4.0 | 2.4
O=C(N/C(=C/c1cccc([N+](=O)[O-])c1)C(=O)N1CCCCCC1)c1ccco1 | 1.06 | -0.1 | -5.6 | 1.6 | -0.7 | -5.7 | 1.06 | 2.9 | 2.5
CN(C)c1ccc(NC(=S)NC(=O)/C=C/c2ccc(Cl)cc2)cc1 | 0.953 | 0.8 | 4.7 | -1.7 | -3.2 | 2.2 | 0.978 | -0.8 | 6.2
Cc1ccc(C(=O)Nc2ccccc2[N+](=O)[O-])cc1S(=O)(=O)N1CCOCC1 | 1.08 | -0.5 | -8.4 | 0.4 | 0.0 | 0.8 | 0.992 | -4.7 | 0.6
COc1cccc(NC(=O)C2CCCN2C(=O)OCc2ccccc2)c1 (stereo not given) | 0.929 | -1.3 | 7.1 | 0.1 | -0.5 | 5.7 | 0.943 | -7.8 | -3.6
CCCCN(S(=O)(=O)c1ccccc1)S(=O)(=O)c1ccccc1 | 0.986 | 6.2 | 1.4 | 0.6 | -1.0 | -0.4 | 1 | -3.9 | -1.4

Screening results (PubChem BioAssay)
